Screens (PubChem)
M1 ag – agonists of human M1 muscarinic receptor; P11229; CHO-K1 hM1, Fluo-8 calcium fluorescence, agonist mode; 0% DMSO, 100% acetylcholine EC100; activation, % at 3 µM; 360,000 compounds, 0.33% hits; AID 588814;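 active means activation above the run's mean compound activation plus 3 SD, cut at about 16% in these data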;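 further: peak over basal fluorescence ratio within a 140 s kinetic read after compound addition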
Target sequence (P11229 whole entry, looked up): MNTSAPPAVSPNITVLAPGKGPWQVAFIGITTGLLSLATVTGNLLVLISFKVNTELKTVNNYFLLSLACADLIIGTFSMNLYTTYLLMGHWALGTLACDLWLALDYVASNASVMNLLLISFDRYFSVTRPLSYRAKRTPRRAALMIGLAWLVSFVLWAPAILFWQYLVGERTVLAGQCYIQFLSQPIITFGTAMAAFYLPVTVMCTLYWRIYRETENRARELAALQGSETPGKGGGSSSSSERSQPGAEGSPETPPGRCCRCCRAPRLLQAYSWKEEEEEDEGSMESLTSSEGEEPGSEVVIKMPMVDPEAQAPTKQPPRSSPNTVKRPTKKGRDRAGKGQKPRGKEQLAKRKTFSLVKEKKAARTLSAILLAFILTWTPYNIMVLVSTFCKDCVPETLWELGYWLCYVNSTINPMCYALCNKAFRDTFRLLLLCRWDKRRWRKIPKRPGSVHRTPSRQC
CHO-K1 Ca ag – counter-screen for M1 agonists: effect in parental CHO-K1 cells | Fluo-8 calcium fluorescence; scaled to maximal ATP response, vehicle zero | activation, % at 3 µM | 360,000 compounds, 0.48% hits | AID 602248; in the data active means activation above about 15%;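 further: untransfected CHO-K1 host cells lacking M1 receptor as counterscreen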
CHO parental Ca – counter-screen: ATP calcium response change in parental CHO cells | 330,000 compounds, 0.63% hits | inhibition, % at 5.6 µM | parental CHO-K1, ATP-induced calcium, Fluo-8 fluorescence | AID 463079;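 active means inhibition above that plate's mean sample inhibition plus 3 SD, cut at about 26% in these data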;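 further: 0% = ATP-challenged DMSO wells and 100% = DMSO wells without ATP; some compounds past the cut are filed as inactive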
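Assay system: untransfected parental CHO cell line. Also added: ATP agonist challenge. Dosing: one dose, 5.6 µM nominal. Measured by: Fluo-8 fluorescence. Read-out: % inhibition. Benchmarks: ATP wells versus no-ATP DMSO wells. Repeats: no replicates.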
CHRM1 antagonist – blocks human M1 muscarinic receptor. CHO-K1 hM1, Fluo-8 calcium fluorescence, ACh EC80 antagonist. P11229. inhibition, % at 3 µM. 360,000 compounds, 1.3% hits;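 active means percent inhibition above its own plate's cutoff, namely the mean of that plate's compound wells plus 3 SD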;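 further: peak over basal fluorescence ratio during 140 s after agonist addition; 0% = ACh EC80 plus DMSO and 100% = DMSO alone without agonist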
CHO-K1 Ca antag – nonselective inhibitor or artifact in parental CHO-K1 cells. ATP-induced calcium, Fluo-8 fluorescence. inhibition, % at 3 µM. 360,000 compounds, 0.6% hits;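 active means inhibition above a per-plate cutoff, the plate's mean sample inhibition plus 3 SD, cut at about 24% in these data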;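 further: 0% = DMSO plus EC80 ATP and 100% = DMSO alone without ATP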
CHO-K1 Ca PAM – counter-screen for M1 PAMs: effect in parental CHO-K1 cells | 360,000 compounds, 0.02% hits | activation, % at 3 µM | ATP EC20, Fluo-8 calcium fluorescence; 0% at ATP EC20, 100% at ATP max;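 active means activation above the run cutoff, the mean activation of all test compounds plus 3 SD, cut at about 40% in these data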;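 further: peak over basal fluorescence ratio in a 140 s read after ATP addition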
TAAR1 antagonist – antagonists of human TAAR1 | inhibition, % at 3 µM | 360,000 compounds, 1.5% hits | CHO RD-HGA16 TAAR1, Fluo-8 calcium fluorescence, antagonist | AID 624466 | Q96RJ0;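 active means inhibition above a per-plate cutoff, the mean inhibition of test compounds on that plate plus 3 SD, cut at about 49% in these data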;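 further: 0% = DMSO plus EC80 beta-PEA response and 100% = DMSO alone without agonist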
Target sequence (Q96RJ0 whole entry, looked up): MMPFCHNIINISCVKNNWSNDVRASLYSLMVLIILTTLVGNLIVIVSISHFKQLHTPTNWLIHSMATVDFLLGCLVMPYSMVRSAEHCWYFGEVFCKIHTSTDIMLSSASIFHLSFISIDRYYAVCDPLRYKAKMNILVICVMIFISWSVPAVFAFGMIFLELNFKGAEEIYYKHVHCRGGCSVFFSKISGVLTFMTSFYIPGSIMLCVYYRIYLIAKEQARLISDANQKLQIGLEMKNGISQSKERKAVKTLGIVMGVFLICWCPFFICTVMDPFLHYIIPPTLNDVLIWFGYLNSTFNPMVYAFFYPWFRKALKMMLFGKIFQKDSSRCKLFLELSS
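Assay system: RD-HGA16 CHO cells with stable hTAAR1 and Gα16 / Reagent: EC80 β-phenethylamine stimulus / Doses: 3 µM, single point / Timing: dye loading 75 min at 37 °C, then 30 min room temperature / Measured by: Fluo-8 intracellular calcium dye fluorescence, real-time kinetic reads / Controls: vehicle wells and EC80 agonist wells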
M1 PAM – positive allosteric modulators of human M1 muscarinic receptor | P11229 | CHO-K1 hM1, Fluo-8 calcium fluorescence, ACh EC20; 0% = ACh EC20, 100% = maximal ACh | activation, % at 3 µM | 360,000 compounds, 0.088% hits | AID 588819; in the data active means activation above about 19%, passing the limit was not always enough
TAAR1 ag – agonists of human TAAR1 | CHO RD-HGA16 TAAR1, Fluo-8 calcium fluorescence; vehicle wells 0%, saturating PEA agonist 100% | 360,000 compounds, 0.99% hits | Q96RJ0 | activation, % at 3 µM | AID 624467;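 active means activation above the mean activation of all test compounds in the run plus 3 SD, cut at about 38% in these data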
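Assay system: CHO-derived RD-HGA16 cells with stable Gα16 and human TAAR1; timing: 17-24 h seeding, 75 min 37 °C dye, 30 min RT; read-out: % activation from peak over basal fluorescence ratio, DMSO-to-PEA scaled; measured by: kinetic Fluo-8 calcium fluorescence; benchmarks: low control DMSO, high control PEA (EC100); doses: 3 µM single concentration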
Numbers without * were called inactive.

Screening CCN(CC)S(=O)(=O)c1cccc(-c2nnc(SCCOc3ccccc3)o2)c1 returned M1 ag 0, CHO-K1 Ca ag 1.1, CHO parental Ca 30, CHRM1 antagonist -15, CHO-K1 Ca antag 47*, CHO-K1 Ca PAM 7, TAAR1 antagonist 38, M1 PAM -4 and TAAR1 ag 6.
For COc1ccc(-c2csc3nc(-c4ccc(C)cc4)oc(=O)c23)cc1OC the results were M1 ag -4, CHO-K1 Ca ag -0.5, CHO parental Ca -5, CHRM1 antagonist -10, CHO-K1 Ca antag -8, CHO-K1 Ca PAM 6, TAAR1 antagonist 5, M1 PAM 6 and TAAR1 ag 0.
For Cc1cccc(C)c1NC1=NC(C)(C)N=C(N)N1 the results were M1 ag -7, CHO-K1 Ca ag 0.4, CHO parental Ca 9, CHRM1 antagonist -8, CHO-K1 Ca antag -6, CHO-K1 Ca PAM 16, TAAR1 antagonist 3, M1 PAM 8 and TAAR1 ag 12.
Screening CC(C)c1nnc(NC(=O)C2CCN(c3cnccn3)CC2)s1 returned M1 ag -3, CHO-K1 Ca ag -0.1, CHO parental Ca -19, CHRM1 antagonist -3, CHO-K1 Ca antag 14, CHO-K1 Ca PAM -5, TAAR1 antagonist -16, M1 PAM 1 and TAAR1 ag 10.
COc1ccc(-c2csc(NC(=O)c3ccccc3F)c2C(=O)O)cc1 was read as M1 ag -6, CHO-K1 Ca ag 0.0, CHO parental Ca -7, CHRM1 antagonist -2, CHO-K1 Ca antag -14, CHO-K1 Ca PAM -14, TAAR1 antagonist -19, M1 PAM 6 and TAAR1 ag 6.
For CC(C)CN(C(=O)COC(=O)c1nc(Cl)ccc1Cl)C1CCS(=O)(=O)C1 (stereo not drawn) the results were M1 ag -6, CHO-K1 Ca ag 0.3, CHO parental Ca -3, CHRM1 antagonist 4, CHO-K1 Ca antag -13, CHO-K1 Ca PAM 11, TAAR1 antagonist -18, M1 PAM 7 and TAAR1 ag 3.
`CCCn1c2ccccc2c2cnn(CC(=O)NCCCN3CCN(c4ccccc4)CC3)c(=O)c21` gave M1 ag -2, CHO-K1 Ca ag 6.8, CHO parental Ca -30, CHRM1 antagonist 0, CHO-K1 Ca antag -18, CHO-K1 Ca PAM 21, TAAR1 antagonist -10, M1 PAM -1 and TAAR1 ag 18.
For CNc1nc(Oc2cccc(NC(C)=O)c2)c2sccc2n1 the results were M1 ag 0, CHO-K1 Ca ag 1.9, CHRM1 antagonist -11, CHO-K1 Ca antag -9, CHO-K1 Ca PAM 10, TAAR1 antagonist -23, M1 PAM 0 and TAAR1 ag 10.
`COc1ccc(OCc2nnc3n2N=C(c2ccc(OC)cc2)CS3)cc1` gave M1 ag -3, CHO-K1 Ca ag 0.1, CHO parental Ca -19, CHRM1 antagonist -4, CHO-K1 Ca antag 8, CHO-K1 Ca PAM -2, TAAR1 antagonist -8, M1 PAM 2 and TAAR1 ag 1.
For Cc1ccccc1OCCSc1nnc(C)n1-c1ccccc1 the results were M1 ag -2, CHO-K1 Ca ag -0.1, CHO parental Ca -11, CHRM1 antagonist 4, CHO-K1 Ca antag 0, CHO-K1 Ca PAM 12, TAAR1 antagonist 4, M1 PAM 4 and TAAR1 ag 3.
For CC1C(=O)OC(c2ccc(Cl)cc2)C(C)(C)C1=O (stereo not drawn) the results were M1 ag -3, CHO-K1 Ca ag 0.3, CHRM1 antagonist -1, CHO-K1 Ca antag -5, CHO-K1 Ca PAM -7, TAAR1 antagonist 15, M1 PAM 5 and TAAR1 ag -2.
For NC(=O)c1c(Nc2nc3c(F)cccc3s2)sc2c1CCCC2 the results were M1 ag -3, CHO-K1 Ca ag 1.8, CHO parental Ca -11, CHRM1 antagonist -2, CHO-K1 Ca antag -3, CHO-K1 Ca PAM 10, TAAR1 antagonist -4, M1 PAM 1 and TAAR1 ag 3.
Screening Cc1ccc(C(=O)NC(=S)NNC(=O)c2ccccc2[N+](=O)[O-])cc1 returned M1 ag 2, CHO-K1 Ca ag 1.3, CHO parental Ca 2, CHRM1 antagonist -37, CHO-K1 Ca antag -7, CHO-K1 Ca PAM 18, TAAR1 antagonist 3, M1 PAM 2 and TAAR1 ag 38*.
COc1cccc(OC)c1C(=O)NNC(=O)c1cccc(COc2ccc3c(c2)CCC3)c1 was read as M1 ag -1, CHO-K1 Ca ag 4.0, CHO parental Ca -9, CHRM1 antagonist -10, CHO-K1 Ca antag -9, CHO-K1 Ca PAM 19, TAAR1 antagonist 41, M1 PAM 8 and TAAR1 ag 12.
For CC(Oc1ccc(Br)cc1)C(=O)NCCCN1CCCC1=O (stereo not drawn) the results were M1 ag -5, CHO-K1 Ca ag -0.2, CHO parental Ca -7, CHRM1 antagonist 21, CHO-K1 Ca antag -1, CHO-K1 Ca PAM 0, TAAR1 antagonist 7, M1 PAM -10 and TAAR1 ag 21.
`COc1ccc(N2C(=O)CSC2c2cccc(OC)c2OC)cc1` (stereo not drawn) gave M1 ag -12, CHO-K1 Ca ag -0.1, CHO parental Ca -14, CHRM1 antagonist -3, CHO-K1 Ca antag -6, CHO-K1 Ca PAM 23, TAAR1 antagonist 16, M1 PAM -8 and TAAR1 ag -3.
Screening CCOC(=O)c1sc2nc(C)[nH]c(=S)c2c1C returned M1 ag -4, CHO-K1 Ca ag -0.8, CHRM1 antagonist 7, CHO-K1 Ca antag 3, CHO-K1 Ca PAM -8, TAAR1 antagonist -2, M1 PAM 1 and TAAR1 ag 3.
Screening CC(NC(=O)/C=C/c1ccco1)c1nc2ccccc2n1Cc1ccccc1F (stereo not drawn) returned M1 ag -7, CHO-K1 Ca ag -0.8, CHO parental Ca -26, CHRM1 antagonist -9, CHO-K1 Ca antag -7, CHO-K1 Ca PAM 17, TAAR1 antagonist -19, M1 PAM 4 and TAAR1 ag -2.
Screening Cc1ccc2nc(SCC(=O)c3ccc(Cl)s3)[nH]c2c1 returned M1 ag -8, CHO-K1 Ca ag 1.8, CHO parental Ca -17, CHRM1 antagonist -1, CHO-K1 Ca antag -20, CHO-K1 Ca PAM 14, TAAR1 antagonist 7, M1 PAM 1 and TAAR1 ag 12.
`Cc1cccc(OC(C)C(=O)Nc2ccc(N3CCCCC3)cc2)c1` (stereo not drawn) gave M1 ag -4, CHO-K1 Ca ag 0.6, CHO parental Ca -15, CHRM1 antagonist 14, CHO-K1 Ca antag 0, CHO-K1 Ca PAM 18, TAAR1 antagonist -20, M1 PAM -7 and TAAR1 ag -1.

Entries above with an NH in an aromatic ring:
Screening CCOC(=O)c1sc2nc(C)[nH]c(=S)c2c1C returned M1 ag -4, CHO-K1 Ca ag -0.8, CHRM1 antagonist 7, CHO-K1 Ca antag 3, CHO-K1 Ca PAM -8, TAAR1 antagonist -2, M1 PAM 1 and TAAR1 ag 3.
Screening Cc1ccc2nc(SCC(=O)c3ccc(Cl)s3)[nH]c2c1 returned M1 ag -8, CHO-K1 Ca ag 1.8, CHO parental Ca -17, CHRM1 antagonist -1, CHO-K1 Ca antag -20, CHO-K1 Ca PAM 14, TAAR1 antagonist 7, M1 PAM 1 and TAAR1 ag 12.

New compounds follow
COc1cccc(NC(=O)CC2(CC(=O)O)CCCC2)c1 was read as M1 ag -4, CHO-K1 Ca ag -0.2, CHO parental Ca 3, CHRM1 antagonist -12, CHO-K1 Ca antag -5, CHO-K1 Ca PAM 10, TAAR1 antagonist -3, M1 PAM 11 and TAAR1 ag 5.
For CCN(CC)S(=O)(=O)c1cc(NC(=O)CSCc2c(C)noc2C)ccc1C the results were M1 ag 1, CHO-K1 Ca ag 0.9, CHO parental Ca -10, CHRM1 antagonist 0, CHO-K1 Ca antag -5, CHO-K1 Ca PAM 15, TAAR1 antagonist -3, M1 PAM -3 and TAAR1 ag 3.
Screening COc1ccc(OC)c(NC(=O)CC(Cc2ccccc2OC)C(=O)O)c1 (stereo not drawn) returned M1 ag -3, CHO-K1 Ca ag 0.8, CHO parental Ca -20, CHRM1 antagonist -9, CHO-K1 Ca antag -14, CHO-K1 Ca PAM 12, TAAR1 antagonist 1, M1 PAM 8 and TAAR1 ag 2.
For FC(F)(F)c1cnc(N2CCCN(C(=S)Nc3ccccc3)CC2)c(Cl)c1 the results were M1 ag -1, CHO-K1 Ca ag 17*, CHO parental Ca -5, CHRM1 antagonist 21, CHO-K1 Ca antag 5, CHO-K1 Ca PAM 11, TAAR1 antagonist 9, M1 PAM -12 and TAAR1 ag 5.
Cc1ccccc1S(=O)(=O)Cc1ccc(C(=O)NC2CCCC2)o1 was read as M1 ag -2, CHO-K1 Ca ag 0.7, CHO parental Ca -19, CHRM1 antagonist -6, CHO-K1 Ca antag -13, CHO-K1 Ca PAM 22, TAAR1 antagonist -12, M1 PAM 2 and TAAR1 ag 7.
For CN1CCN(c2nc3ccccn3c(=O)c2/C=C(\C#N)S(=O)(=O)c2ccc(Cl)cc2)CC1 the results were M1 ag -3, CHO-K1 Ca ag 2.5, CHO parental Ca 1, CHRM1 antagonist -5, CHO-K1 Ca antag 10, CHO-K1 Ca PAM -23, TAAR1 antagonist -22, M1 PAM -2 and TAAR1 ag 6.
CCc1cccc(C)c1NC(=O)C1CC(=O)N(C2CCCC2)C1 (stereo not drawn) was read as M1 ag 2, CHO-K1 Ca ag 0.3, CHO parental Ca -10, CHRM1 antagonist -13, CHO-K1 Ca antag 8, CHO-K1 Ca PAM 17, TAAR1 antagonist -13, M1 PAM 11 and TAAR1 ag 18.
Cc1nc2ccc(NC(=O)N3CCSCC3)cc2s1 was read as M1 ag -2, CHO-K1 Ca ag 0.1, CHO parental Ca -6, CHRM1 antagonist -8, CHO-K1 Ca antag -6, CHO-K1 Ca PAM 17, TAAR1 antagonist 6, M1 PAM 6 and TAAR1 ag 5.
`N#CC(C#N)=C(N)CSc1cccc[n+]1[O-]` gave M1 ag -6, CHO-K1 Ca ag 2.0, CHO parental Ca -4, CHRM1 antagonist 2, CHO-K1 Ca antag 3, CHO-K1 Ca PAM 6, TAAR1 antagonist -8, M1 PAM -1 and TAAR1 ag 8.
O=C(Nc1nnc(-c2cccs2)o1)c1cccc(Oc2ccccc2)c1 was read as M1 ag 12, CHO-K1 Ca ag 1.1, CHO parental Ca 5, CHRM1 antagonist 3, CHO-K1 Ca antag 9, CHO-K1 Ca PAM -9, TAAR1 antagonist 34, M1 PAM 1 and TAAR1 ag 36.
COCCNc1nnc(Cc2ccc(Cl)cc2)c(=O)[nH]1 was read as M1 ag 2, CHO-K1 Ca ag -0.2, CHO parental Ca -9, CHRM1 antagonist -13, CHO-K1 Ca antag -1, CHO-K1 Ca PAM 5, TAAR1 antagonist -9, M1 PAM 16 and TAAR1 ag -1.
